Jurkat tox 60K = cytotoxic compounds reducing Jurkat cell viability; Jurkat E6.1 viability, ATP luminescence, 48 h; inhibition, % at 4 µM; 56,000 compounds, 1.2% hits;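 active means inhibition above the mean inhibition of all tested compounds plus 3 SD, cut at about 28% in these data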
M1 antag = blocks the rat M1 muscarinic receptor response to acetylcholine; CHO-M1 cells, Fluo-4 calcium, ACh EC80 antagonist mode; stronger effect = lower value; B-score at 10 µM; P08482; AID 628; 64,000 compounds, 3.4% hits;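 active means calcium fluorescence response, raw or row-and-column corrected B-score, differing from the plate sample mean either way at a set confidence level, mostly lower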
Target sequence (P08482 whole entry, looked up): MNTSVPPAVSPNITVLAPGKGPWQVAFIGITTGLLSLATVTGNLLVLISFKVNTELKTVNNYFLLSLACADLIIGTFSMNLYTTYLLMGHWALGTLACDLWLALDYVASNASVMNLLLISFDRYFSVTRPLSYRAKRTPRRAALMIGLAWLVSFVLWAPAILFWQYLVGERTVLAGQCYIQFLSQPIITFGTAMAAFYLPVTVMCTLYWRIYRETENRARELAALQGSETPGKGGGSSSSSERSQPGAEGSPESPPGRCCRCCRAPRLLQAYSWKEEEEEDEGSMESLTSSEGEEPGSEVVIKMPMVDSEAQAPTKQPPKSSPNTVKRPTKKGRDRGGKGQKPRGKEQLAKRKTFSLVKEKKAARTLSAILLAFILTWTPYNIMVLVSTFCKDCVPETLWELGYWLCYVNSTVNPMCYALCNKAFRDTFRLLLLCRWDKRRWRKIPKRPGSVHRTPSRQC
M1 agonist = activates the M1 muscarinic receptor | CHO-M1 cells, Fluo-4 calcium fluorescence, agonist mode; stronger effect = higher value | 64,000 compounds, 3% hits | B-score at 10 µM;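 active means fluorescence rise, raw or as B-score row- and column-corrected plate score, outside the 99.7% band of its plate's samples, either direction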
S1P1 ag pot = S1P1 (human) agonism or agonism potentiation; activation, % at 9.5 µM; AID 449; 56,000 compounds, 0.57% hits; S1P1 CRE-bla cells, forskolin, beta-lactamase FRET, potentiator mode; S1P1 agonist co-added at EC20, 2 nM; 100% = saturating reference agonist, 0% = basal; P21453;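 active means activation above a cutoff set at the mean activation of all tested compounds plus 3 SD, cut at about 54% in these data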;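 further: forskolin at 4 µM as EC80 and the EC20 agonist is SEW2871; 100% = SEW2871 at its EC100 plus forskolin at EC80; some compounds past the cut are filed as inactive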
5HT1a antag = blocks the human serotonin 5-HT1a receptor; AID 612; CHO 5-HT1a Ga15 NFAT-bla reporter, antagonist mode; inhibition, % at 10 µM; 62,000 compounds, 0.68% hits;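 active means inhibition above the mean of all tested compounds plus 3 SD, cut at about 43% in these data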;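 further: receptor stimulated by 5-CT agonist at 100 nM near EC80; beta-lactamase reporter measured by ratiometric fluorescence of a cleavable substrate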
5HT1E antag = antagonists of human 5-HT1E serotonin receptor; P28566; CHO 5-HT1E Ga15 NFAT-bla reporter, FRET, antagonist; 65,000 compounds, 0.99% hits; AID 571; inhibition, % at 6 µM;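 active means inhibition above a set limit, the mean inhibition across every tested compound plus 3 SD, cut at about 29% in these data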;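 further: signal is the 460 over 535 nm emission ratio of beta-lactamase substrate; 0% = agonist plus DMSO wells and 100% = wells without agonist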
HTR1A agonist = activates the human 5-HT1a serotonin receptor; P08908; CHO 5-HT1a Ga15 NFAT-bla reporter, FRET ratio; 0% basal, 100% maximal reference agonist; activation, % at 10 µM; 65,000 compounds, 0.56% hits;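 active means activation above the screen-wide mean activation plus 3 SD, cut at about 19% in these data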;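 further: 0% = DMSO wells and 100% = 5-CT at EC100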
S1P3 agonist = activates the human S1P3 receptor | 60,000 compounds, 0.1% hits | AID 373 | S1P3 NFAT-BLA reporter cells, agonism, FRET ratio; relative to 1 µM S1P, basal subtracted | activation, % at 4.5 µM | Q99500;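 active means activation above the screen-wide mean plus 3 SD, cut at about 4.5% in these data, passing the limit was not always enough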; further: some compounds called inactive have numbers as strong as hits
Target sequence (Q99500 whole entry, looked up): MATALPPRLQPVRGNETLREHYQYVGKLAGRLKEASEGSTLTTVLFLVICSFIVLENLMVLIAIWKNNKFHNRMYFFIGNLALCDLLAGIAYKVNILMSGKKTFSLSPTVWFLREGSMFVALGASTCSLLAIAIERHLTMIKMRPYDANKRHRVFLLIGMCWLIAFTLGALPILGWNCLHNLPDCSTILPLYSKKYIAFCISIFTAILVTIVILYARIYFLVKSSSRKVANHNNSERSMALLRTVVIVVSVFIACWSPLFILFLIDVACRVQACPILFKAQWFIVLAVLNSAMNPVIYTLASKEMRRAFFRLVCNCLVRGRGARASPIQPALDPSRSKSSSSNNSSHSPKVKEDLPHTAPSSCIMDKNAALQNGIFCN
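Assay system: stable CHO line with human S1P3, Gα16, NFAT-BLA reporter; Detection: FRET β-lactamase substrate fluorescence, excitation 405 nm, 460/535 nm emission ratio, background-subtracted; Read-out: percent activation versus median 1 µM S1P response, basal-subtracted, per plate; Incubation: cells plated overnight, compound 4 h 37 °C, substrate 2 h RT.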
5HT1E ag = 5-HT1E (human) receptor agonism. P28566. CHO 5-HT1E Ga15 NFAT-bla reporter, FRET; 0% DMSO wells, 100% control agonist wells. activation, % at 6 µM. 65,000 compounds, 0.69% hits. AID 574;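 active means activation above a set limit, the screen-wide mean activation plus 3 SD, cut at about 8.5% in these data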;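 further: 100% = positive control agonist at 1 µM giving full maximal response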
Active calls of the source: *; . = no result given.

SMILES	Jurkat tox 60K	M1 antag	M1 agonist	S1P1 ag pot	5HT1a antag	5HT1E antag	HTR1A agonist	S1P3 agonist	5HT1E ag
CCOc1ccc(N(CC(=O)Nc2ccc(C)c(C)c2)S(=O)(=O)c2c(C)noc2C)cc1	16	0.098	-0.49	28	18	6	-0.3	-1.7	-0.5
Cc1cc(C(F)(F)F)nc(SCC(=O)Nc2cc(C)on2)n1	.	-0.26	-0.075	.	-3	1	-1.2	.	0.0
O=C(COc1ccc2ccccc2c1CN1CCOCC1)N1CCc2ccccc21	13	-2.1*	-0.013	5	36	-3	-3.9	-1.4	-0.5
COc1ccc(S(=O)(=O)n2nc(OC(=O)C3CCCCC3)cc2N)cc1	-3	0.95	0.45	-1	4	6	-0.4	-2.0	-0.7
COc1ccc(N2CCN(C(=O)c3ccc4nc(N5CCCCC5)sc4c3)CC2)cc1	-1	0.24	0.27	-17	-16	-7	2.5	-0.3	1.4
COC(=O)c1c(N)sc(C(=O)N2CCOCC2)c1C	-2	0.19	0.044	-17	-8	5	-0.8	-0.7	-0.2
Cn1c(CNC(=O)Cc2ccc3c(c2)OCO3)nnc1SCc1ccccc1	-4	-0.57	-0.4	21	10	1	-1.2	-0.4	0.8
COc1cccc2[nH]c3c(N4CCCCC4)ncnc3c12	2	-0.62	0.066	-21	1	3	-0.3	-1.0	1.1
CCCCCc1ccc(CC(=O)O)cc1	-1	0.91	0.19	6	9	1	-3.0	-0.5	0.0
Cc1cc(=O)[nH]c(=S)n1-c1ccccc1	8	-1.2*	-0.13	-4	9	-4	-1.6	-0.7	-0.6
COc1cc(CN2CCN(c3cccc(Cl)c3)CC2)cc(OC)c1OC	81*	-1.3	-0.23	11	24	28	-5.0	-0.4	5.3
CSc1ccccc1NC(=O)c1c(C)noc1C	10	-0.45	-1.3	-5	-11	-5	1.2	-0.4	0.6
c1ccc2nc(N3CCOCC3)c(N3CCOCC3)nc2c1	1	0.48	-0.65	6	12	8	-0.1	-0.5	-0.1
COc1ccc(N2CCN(C(=O)CCCn3c(=S)[nH]c4cc5c(cc4c3=O)OCO5)CC2)cc1	.	0.14	-0.075	.	-28	1	0.1	.	0.0
O=C(N1CCOCC1)N1CCN(c2nc(-c3ccccc3)cs2)CC1	-2	-0.18	0.042	16	-20	12	-2.7	-0.5	0.1
COC(=O)[C@H](CCSC)NC(=O)Nc1ccc(C(C)=O)cc1	2	-0.94	-0.25	2	-15	-4	-3.1	0.3	0.6
CCCOc1ccc(-c2nnc(N)s2)cc1	.	0.038	0.011	-16	.	7	-1.6	-0.9	0.0
CCCCn1c(CN(C)Cc2ccccc2)nc2c1c(=O)n(C)c(=O)n2C	36*	-0.81	3.4	3	14	18	-0.1	-0.6	-0.3
O=C1c2ccc(Oc3ccc4c(c3)C(=O)N(CCCO)C4=O)cc2C(=O)N1CCCO	-2	0.32	-0.32	-8	1	-3	0.9	-1.5	-1.1
COc1ccc(N2CCN(CCNC(=O)c3cccn4c(=O)c5ccc(Cl)cc5nc34)CC2)cc1	.	1.3	0.55	.	-2	-1	0.2	.	0.5
CCOc1ccc(-n2c(Cc3cc(=O)[nH]c(=O)[nH]3)nnc2SCC(N)=O)cc1	-7	0.63	-0.32	10	1	5	0.0	-0.2	-0.8
O=C(Nc1ccccc1)c1ccc(S(=O)(=O)N2CCCC2)cc1	4	-0.52	-1.6	9	2	2	-0.6	1.0	0.5
CCOC(=O)C1CCN(S(=O)(=O)c2cnc[nH]2)CC1	0	0.087	-0.37	-6	-4	-7	-0.9	-0.3	0.9
COc1ccc2c(=O)c3c(=O)n(Cc4ccco4)c(-c4ccc(C)cc4)nc3oc2c1	-1	-0.54	2.9	-49	-3	-6	-1.3	-1.3	1.7
Cc1cc(=O)oc(C)c1C(=O)NCc1ccc(F)cc1	.	-0.77	0.15	.	5	-8	0.6	.	-0.2
c1cncc(-c2noc(C34CC5CC(CC(C5)C3)C4)n2)c1	2	-0.033	-0.49	.	-10	-10	0.1	-0.5	-0.6
COc1ccc(C)cc1N(CC(=O)O)S(=O)(=O)c1ccc(C)cc1	-2	-0.66	1.8	.	7	1	1.2	-1.5	0.1
COc1cccc(-c2cn3nc(C)c(C)nc3n2)c1	5	-0.78	-0.91	-3	-10	-9	-2.5	-0.3	1.1
COC(=O)c1[nH]c2ccccc2c1NC(=O)CN1CCN(c2cccc(Cl)c2)CC1	11	0.94	-0.88	14	-2	8	5.8	0.6	2.5
O=C(CC1CC2CCC1C2)NCc1cccs1 (configuration not stated)	-11	0.92	-0.015	-35	-3	0	-3.6	0.3	-0.3
CCOC(=O)Cn1c(=O)oc2cc(S(=O)(=O)N3CCN(c4ccccn4)CC3)ccc21	3	1	0.82	-12	6	9	-0.1	-0.9	1.0
CCOC(=O)C(C#N)C(Cc1ccccc1)c1ccco1 (configuration not stated)	.	-0.087	1.7	-5	.	11	0.0	-3.8	-0.5
COc1ccc(OC)c(NC(=O)CSCC(=O)O)c1	-1	-0.42	-0.035	-15	-9	-6	-3.5	-0.4	0.1
CCOC(=O)N1CCC(NC(=O)c2cc(-c3ccc(F)cc3)[nH]c2C)CC1	-4	0.13	-1.5	-26	-1	-2	-2.5	-1.0	-0.2
O=C1NC(c2ccccc2)(C(F)(F)F)C(=O)N1Cc1cccnc1 (configuration not stated)	1	-1.2	-1.1	11	-8	8	0.6	-1.2	1.2
COC(=O)CS(=O)(=O)c1cc(Br)cc2c1N(C(C)=O)CC2	3	0.051	0.24	9	4	3	-3.2	-0.4	-1.3

Part of the list above, with bars between the fields:
SMILES | Jurkat tox 60K | M1 antag | M1 agonist | S1P1 ag pot | 5HT1a antag | 5HT1E antag | HTR1A agonist | S1P3 agonist | 5HT1E ag
CCOc1ccc(-n2c(Cc3cc(=O)[nH]c(=O)[nH]3)nnc2SCC(N)=O)cc1 | -7 | 0.63 | -0.32 | 10 | 1 | 5 | 0.0 | -0.2 | -0.8
O=C(Nc1ccccc1)c1ccc(S(=O)(=O)N2CCCC2)cc1 | 4 | -0.52 | -1.6 | 9 | 2 | 2 | -0.6 | 1.0 | 0.5
CCOC(=O)C1CCN(S(=O)(=O)c2cnc[nH]2)CC1 | 0 | 0.087 | -0.37 | -6 | -4 | -7 | -0.9 | -0.3 | 0.9
COc1ccc2c(=O)c3c(=O)n(Cc4ccco4)c(-c4ccc(C)cc4)nc3oc2c1 | -1 | -0.54 | 2.9 | -49 | -3 | -6 | -1.3 | -1.3 | 1.7
Cc1cc(=O)oc(C)c1C(=O)NCc1ccc(F)cc1 | . | -0.77 | 0.15 | . | 5 | -8 | 0.6 | . | -0.2
c1cncc(-c2noc(C34CC5CC(CC(C5)C3)C4)n2)c1 | 2 | -0.033 | -0.49 | . | -10 | -10 | 0.1 | -0.5 | -0.6
COc1ccc(C)cc1N(CC(=O)O)S(=O)(=O)c1ccc(C)cc1 | -2 | -0.66 | 1.8 | . | 7 | 1 | 1.2 | -1.5 | 0.1
COc1cccc(-c2cn3nc(C)c(C)nc3n2)c1 | 5 | -0.78 | -0.91 | -3 | -10 | -9 | -2.5 | -0.3 | 1.1
COC(=O)c1[nH]c2ccccc2c1NC(=O)CN1CCN(c2cccc(Cl)c2)CC1 | 11 | 0.94 | -0.88 | 14 | -2 | 8 | 5.8 | 0.6 | 2.5
O=C(CC1CC2CCC1C2)NCc1cccs1 (configuration not stated) | -11 | 0.92 | -0.015 | -35 | -3 | 0 | -3.6 | 0.3 | -0.3
CCOC(=O)Cn1c(=O)oc2cc(S(=O)(=O)N3CCN(c4ccccn4)CC3)ccc21 | 3 | 1 | 0.82 | -12 | 6 | 9 | -0.1 | -0.9 | 1.0
CCOC(=O)C(C#N)C(Cc1ccccc1)c1ccco1 (configuration not stated) | . | -0.087 | 1.7 | -5 | . | 11 | 0.0 | -3.8 | -0.5
COc1ccc(OC)c(NC(=O)CSCC(=O)O)c1 | -1 | -0.42 | -0.035 | -15 | -9 | -6 | -3.5 | -0.4 | 0.1
CCOC(=O)N1CCC(NC(=O)c2cc(-c3ccc(F)cc3)[nH]c2C)CC1 | -4 | 0.13 | -1.5 | -26 | -1 | -2 | -2.5 | -1.0 | -0.2
O=C1NC(c2ccccc2)(C(F)(F)F)C(=O)N1Cc1cccnc1 (configuration not stated) | 1 | -1.2 | -1.1 | 11 | -8 | 8 | 0.6 | -1.2 | 1.2

The list continues.
SMILES	Jurkat tox 60K	M1 antag	M1 agonist	S1P1 ag pot	5HT1a antag	5HT1E antag	HTR1A agonist	S1P3 agonist	5HT1E ag
CC(=O)c1cc2c(cc1NC(=O)CN1CCCCC1C)OCO2 (configuration not stated)	.	0.24	0.034	.	6	1	-0.2	.	0.4
CCOc1nc(NCc2ccco2)nc(Nc2ccc(OC)cc2)n1	8	0.53	1.7	9	15	6	-2.8	-1.1	1.1
COc1ccc(/C=C/C2=NC(=C\N(C)C)/C(=O)O2)cc1	.	-0.0034	0.0023	4	.	7	2.6	-3.7	0.7
COCCN1Cc2c(sc(C)c2C)N(C(=O)c2ccccc2)C1	0	-0.13	0.055	-10	-10	3	0.9	-0.1	0.0
Cc1occc1-c1nnc(SCC(=O)c2ccc(F)cc2)n1Cc1ccco1	1	-0.3	-0.66	-27	8	-4	-1.9	-1.5	1.0
CCCCc1ccc(NS(=O)(=O)N(C)C)cc1	-6	.	.	3	-12	6	-3.7	-1.8	-0.1
CCOc1cc(C(=O)Nc2ccc(S(=O)(=O)Nc3cc(C)on3)cc2)cc(OCC)c1OCC	-4	1.4	-3.5*	-30	-5	-6	-2.7	0.8	1.7
CC(Sc1nc2ccccc2o1)C(=O)O (configuration not stated)	1	0.56	0.039	-11	-6	-3	-0.6	0.2	-0.9
CCN(C(=O)COc1cc(=O)n(C)c2ccccc12)c1cccc(Cl)c1	-4	-0.038	0.89	-30	-17	-3	-4.0	0.4	0.3

Bioassay records deposited in PubChem by several laboratories.
